From PubChem
PPC-1+TRAIL kill: PPC-1 cancer cell killing with TRAIL present; actives 0.41% (n = 220,000); cell killing (% activity), % at 4 µM; PPC-1 cells + TRAIL, ATPLite viability luminescence; AID 1443;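 active means cell killing above 50% in the first pass at 4 µM, then a duplicate retest at 5 µM averaging 50% or more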;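 further: plate controls were cells with TRAIL plus DMSO for no effect and medium-only wells lacking cells for full effect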
TbHK1 inh: T. brucei hexokinase 1 inhibition | recombinant TbHK1, G6PDH-coupled NADH A340 | inhibition, % at 10 µM | actives 0.11% (n = 220,000) | AID 1430;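 active means inhibition of 50% or more in the single-dose primary screen; inactive means inhibition below 50%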
Cl transport mod: modulators of human KCC2 chloride dependent transport | Q9H2X9 | KCC2 cells, thallium flux FluoZin-2 fluorescence | B-score of Tl+ flux slope (higher = more flux/activation; lower = inhibition) at 10 µM | actives 2.2% (n = 190,000) | AID 1456;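 active means thallium flux slope and its plate-corrected score both differing from the plate sample mean at a set confidence after two filtering rounds, in either direction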;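 further: slope of fluorescence scaled to starting intensity during 10 to 20 s after thallium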
TRPML3 agonist: agonists of human TRPML3 channel; Q8TDD5; HEK293 TRPML3-YFP, Fluo-8 calcium fluorescence; 100% = the carbachol control signal; activation, % at 3 µM; actives 0.29% (n = 220,000);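 active means activation above its plate's cutoff, the mean activation of the plate's test wells plus 3 SD, cut at about 12% in these data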;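 further: 0% = DMSO only wells and 100% = carbachol wells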
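Test system: TRPML3-YFP stable HEK293 cells. Doses: single point at 3 µM. Incubation: dye loading 1 h 37 °C then 30 min ambient, 125 s read. Signal: Fluo-8 calcium dye fluorescence, ex 470-495, em 515-575 nm. Measure: percent activation from peak-to-basal fluorescence ratio, scaled between DMSO and carbachol.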
EBV gp42 block: blocks Epstein-Barr virus glycoprotein 42 binding. inhibition, % (tested at 21.74 µM). Fluorescence polarization binding assay, mP read-out. Q1HVG2. actives 0.42% (n = 220,000). AID 1085; in the data active means inhibition above about 50%
Target sequence (Q1HVG2 whole entry, looked up): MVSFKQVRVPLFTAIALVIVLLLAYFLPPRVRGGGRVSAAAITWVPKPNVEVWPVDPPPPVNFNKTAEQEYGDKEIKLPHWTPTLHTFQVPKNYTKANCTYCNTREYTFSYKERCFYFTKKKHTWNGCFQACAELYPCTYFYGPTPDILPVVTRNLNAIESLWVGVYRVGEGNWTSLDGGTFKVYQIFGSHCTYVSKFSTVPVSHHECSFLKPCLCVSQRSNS
m-calpain inh: blocks pig calpain II enzyme activity; actives 0.37% (n = 220,000); purified calpain II, fluorogenic peptide substrate, 30 min; inhibition, % at 16 µM;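 active means inhibition above about 50%, limit read from the data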
Furin inh: inhibitors of human furin | purified furin, fluorogenic substrate cleavage | inhibition, % at 30 µM | actives 0.061% (n = 220,000) | AID 463115; in the data active means inhibition above about 25%; further: inactives centre near -15
Target sequence (P09958 108-714 limits assumed): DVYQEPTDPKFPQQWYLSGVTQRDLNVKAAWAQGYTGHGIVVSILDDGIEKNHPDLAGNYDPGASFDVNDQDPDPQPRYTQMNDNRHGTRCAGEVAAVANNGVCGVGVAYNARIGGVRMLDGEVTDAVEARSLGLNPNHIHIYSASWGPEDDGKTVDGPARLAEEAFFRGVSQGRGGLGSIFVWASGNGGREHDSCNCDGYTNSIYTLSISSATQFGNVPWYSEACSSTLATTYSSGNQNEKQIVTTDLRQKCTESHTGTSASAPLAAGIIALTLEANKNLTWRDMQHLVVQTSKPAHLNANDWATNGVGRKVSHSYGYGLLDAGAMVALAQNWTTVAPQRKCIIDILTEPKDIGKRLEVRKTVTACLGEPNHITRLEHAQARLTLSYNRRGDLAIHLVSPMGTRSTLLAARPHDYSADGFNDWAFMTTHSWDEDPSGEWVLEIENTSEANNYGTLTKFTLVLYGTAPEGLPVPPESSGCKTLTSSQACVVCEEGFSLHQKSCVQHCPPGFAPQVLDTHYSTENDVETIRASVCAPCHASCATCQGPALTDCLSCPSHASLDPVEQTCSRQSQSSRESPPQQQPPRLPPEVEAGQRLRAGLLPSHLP
TRPN1 ag: zebrafish TRPN1 (NompC) channel agonism; AID 1424; actives 0.18% (n = 220,000); activation, % at 3 µM; HEK293 zebrafish TRPN1-YFP, Fluo-8 calcium fluorescence; 100% = response to 87 µM carbachol;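 active means activation above its plate's cutoff, the mean activation of test wells on that plate plus 3 SD, cut at about 19% in these data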;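 further: 0% = DMSO alone and 100% = 87 µM carbachol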
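Material: zebrafish TRPN1-YFP in HEK293 cells. Doses: one dose of 3 µM, 0.3% DMSO. Incubation: dye 1 h 37 °C plus 30 min RT. Measured by: intracellular calcium fluorescence with Fluo-8.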
Thrombin inh: inhibitors of human thrombin | P00734 | alpha-thrombin, Boc-VPR-AMC fluorogenic substrate cleavage | inhibition, % at 5 µM | actives 0.26% (n = 220,000);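 active means inhibition at or above 40%; inactive means inhibition below 40%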;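 further: 0% = enzyme with no compound and 100% = wells without enzyme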
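Material: human alpha-thrombin protein. Incubation: reaction at ambient temperature. Technique: fluorescence of released AMC, ex 355 nm, em 460 nm. Control set: no-compound enzyme wells and no-enzyme blanks. Also added: Boc-VPR-AMC substrate, 15 µM final. Buffer or medium: pH 7.5 Tris (50 mM) with NaCl 150 mM, Tween 20 0.05%.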
Active calls of the source: *; i = inactive; . = not tested or not shown; [ ] = dose if it differs, or a comment.

1. CCCC(=O)Nc1ccc(Br)c(Cl)c1
2. CC1(C)CC=C(NNC(=O)c2cccnc2)C(=O)C1
3. COC(=O)C1C2C=CC3(CN(C(C)c4ccc(OC)cc4)C(=O)C13)O2 (stereo not drawn)
4. CCc1ccc(NC(=O)CCN2C(=O)c3cccnc3C2=O)cc1
5. O=C1N/C(=N\S(=O)(=O)Cc2ccccc2)S/C1=C/c1cc([N+](=O)[O-])ccc1O
6. O=C1C2CCCN2C(=O)N1CCN1CCN(CCO)CC1 (stereo not drawn)
screen / no.	1	2	3	4	5	6
PPC-1+TRAIL kill	21	2	11	12	-2	0
TbHK1 inh	23	-23	0	6	-13	2
Cl transport mod	-0.17	-0.097	0.53	-0.0015	.	-0.083
TRPML3 agonist	0.8	1.6	0.1	0.2	31*	0.9
EBV gp42 block	-3	-5	-20	-5	-21	5
m-calpain inh	12	-2	10	-54	14	9
Furin inh	-12[20 µM]	-27	-16	-7	-1	-17
TRPN1 ag	-1.0	0.4	0.6	1.9	64*	1.3
Thrombin inh	2	-6	7	7	0	0

7. Cc1sc2ncnc(N3CCC(C(=O)Oc4cccc(Cl)c4Cl)CC3)c2c1C
8. CCOc1ccc(NCC(=O)N/N=C/C=C/c2ccccc2)cc1
9. COc1cc(/C=C/c2ccc3c([N+](=O)[O-])cccc3n2)ccc1OCC(=O)O
10. Cc1nn2c(NCc3cccnc3)c3c(nc2c1-c1ccccc1)CCC3
11. Cc1cc(NC(=O)/C=C/C(=O)N(CC(=O)NC2CCCC2)c2cccc3ccccc23)no1
12. CCc1cc2cc(C(=O)N3CCN(Cc4ccccc4)CC3)sc2s1
screen / no.	7	8	9	10	11	12
PPC-1+TRAIL kill	12	36	23	-15	-4	-3
TbHK1 inh	-6	-14	-43	-44	-7	5
Cl transport mod	0.59	-0.029	0.061	i	-0.78	.
TRPML3 agonist	0.9	-0.2	0.4	-0.8	2.3	-0.9
EBV gp42 block	1	9	-3	0	4	-3
m-calpain inh	-3	27	-16	33	-30	3
Furin inh	-19	-8	-22	-20	-18	-12
TRPN1 ag	1.2	-0.9	0.3	-1.9	5.7	0.3
Thrombin inh	-13	20	1	-1	1	3

A different layout for some results above:
Every second line gives: PPC-1+TRAIL kill | TbHK1 inh | Cl transport mod | TRPML3 agonist | EBV gp42 block | m-calpain inh | Furin inh | TRPN1 ag | Thrombin inh
[8] CCOc1ccc(NCC(=O)N/N=C/C=C/c2ccccc2)cc1
→ 36 | -14 | -0.029 | -0.2 | 9 | 27 | -8 | -0.9 | 20
[12] CCc1cc2cc(C(=O)N3CCN(Cc4ccccc4)CC3)sc2s1
→ -3 | 5 | . | -0.9 | -3 | 3 | -12 | 0.3 | 3
[9] COc1cc(/C=C/c2ccc3c([N+](=O)[O-])cccc3n2)ccc1OCC(=O)O
→ 23 | -43 | 0.061 | 0.4 | -3 | -16 | -22 | 0.3 | 1
[11] Cc1cc(NC(=O)/C=C/C(=O)N(CC(=O)NC2CCCC2)c2cccc3ccccc23)no1
→ -4 | -7 | -0.78 | 2.3 | 4 | -30 | -18 | 5.7 | 1
[10] Cc1nn2c(NCc3cccnc3)c3c(nc2c1-c1ccccc1)CCC3
→ -15 | -44 | i | -0.8 | 0 | 33 | -20 | -1.9 | -1

More records follow:
13. COc1ccc(C2=NOC3(CC(=O)N(c4ccc(F)cc4)C3=O)C2)c(OC)c1 (stereo not drawn)
14. Cc1ccc(S(=O)(=O)Nc2ccc(C(=O)OCC(=O)N(CCC#N)c3ccccc3)cc2)cc1C
15. COc1cccc2c(SCC(=O)N/N=C/c3ccc(O)c(O)c3)cc(C)nc12
16. CC(=O)c1ccc(NC(=O)N[C@@H](Cc2ccccc2)C(=O)O)cc1
17. Oc1ccccc1/C=N/NC1=NCCCCC1
18. Cc1ccc(-n2c(SCC(=O)NCc3cccs3)nnc2-c2ccoc2C)cc1
screen / no.	13	14	15	16	17	18
PPC-1+TRAIL kill	10	9	-24	17	20	4
TbHK1 inh	-4	-3	-20	5	-27	6
Cl transport mod	.	-0.97	-0.072	0.84	-0.99	-5
TRPML3 agonist	1.2	0.3	-0.3	0.0	1.0	-1.6
EBV gp42 block	-4	-2	15	-27	-33	-14
m-calpain inh	-107	-19	-140	5	i	-14
Furin inh	-14[20 µM]	-8	0	-36	0[20 µM]	-24
TRPN1 ag	0.8	0.0	1.3	1.2	-0.3	-1.0
Thrombin inh	2	-15	.	1	6	4

19. COc1cccc(C2C(C#N)=C(N)OC3=C2C(=O)CCC3)c1OC(=O)c1ccco1 (stereo not drawn)
20. COc1cc(/C=N/Nc2nc3ccccc3[nH]c2=O)ccc1O
21. O=C(Nc1ccc2oc(=O)ccc2c1)c1cccnc1
22. CCOP(=O)(OCC)c1nc(-c2cccc3ccccc23)oc1NCc1ccc(OC)cc1
23. N#Cc1c2n(c3c(=O)n(CC(=O)c4ccc([N+](=O)[O-])cc4)cnc13)CCCCC2
24. Cc1cc(NC(=O)CCC(=O)N(Cc2ccco2)C(C(=O)NC2CCCCC2)c2ccccc2)no1 (stereo not drawn)
screen / no.	19	20	21	22	23	24
PPC-1+TRAIL kill	16	10	7	11	-4	-1
TbHK1 inh	-4	-25	-3	-10	-5	6
Cl transport mod	0.13	0.74	0.17	0.0032	-0.097	-0.46
TRPML3 agonist	0.1	0.1	-0.3	0.7	0.9	0.2
EBV gp42 block	-17	-15	-25	-14	1	-21
m-calpain inh	5	5	-76	i	0	-1
Furin inh	-27[20 µM]	-6	-14[20 µM]	-88	-29	-8[20 µM]
TRPN1 ag	0.7	-0.4	-0.5	0.7	2.6	-0.7
Thrombin inh	-3	-6	9	-27	3	6

25. CCc1nnc(NS(=O)(=O)c2ccc(N/C=C\C(=O)c3ccc(C)cc3)cc2)s1
26. CC(C)(C)OC(=O)N1CCC[C@H]1c1nnc(SC/C=C/c2ccccc2)o1
27. COc1cccc2sc(N(CCCN(C)C)C(=O)COc3ccc(Cl)cc3)nc12
28. CCC(=O)Nc1cccc(C2=NOC3(C2)C[C@@H](C(N)=O)N(C(=O)CC)C3)c1 (stereo partly drawn)
29. COc1ccc(OC)c(NC(=O)CSc2nc(N)c(-c3ccccc3)c(=O)[nH]2)c1
30. COc1cc(C(=O)NS(=O)(=O)c2ccccc2C)ccc1Cc1cn(C)c2ccc(NC(=O)OC3CCCC3)cc12
screen / no.	25	26	27	28	29	30
PPC-1+TRAIL kill	-1	7	31	-1	13	3
TbHK1 inh	-22	0	6	4	11	.
Cl transport mod	.	-2.2	0.019	0.18	0.11	-1.8
TRPML3 agonist	1.1	0.5	2.3	.	0.9	-0.8
EBV gp42 block	-12	9	-10	-7	-17	7
m-calpain inh	-2	14	-42	-1	5	32
Furin inh	-14[20 µM]	-5	-13	-21	-22[20 µM]	.
TRPN1 ag	-0.8	1.0	2.3	.	0.1	-0.6
Thrombin inh	6	-6	-8	-10	8	.

31. COc1cc2oc(=O)cc(C)c2c(OC)c1OC
32. CCOC(=O)N1CCN(S(=O)(=O)c2ccc(C(=O)Nc3nnc(CSC)o3)cc2)CC1
33. O=C(c1ccc(F)cc1)N1C2CCC1CC(O)(c1ccc(F)cc1)C2 (stereo not drawn)
34. CCN1CCN(C(=O)c2cc3nc(-c4ccccc4)cc(C(F)(F)F)n3n2)CC1
35. O=C(c1nn2c(C(F)(F)F)cc(-c3ccccc3)nc2c1Cl)N1CCOCC1
36. CCCn1c(SCC(=O)NC2CCCCC2)nnc1-c1ccccn1
screen / no.	31	32	33	34	35	36
PPC-1+TRAIL kill	11	26	11	8	27	19
TbHK1 inh	-22	-4	0	-15	-4	2
Cl transport mod	0.09	0.15	0.018	.	.	0.12
TRPML3 agonist	1.2	0.0	-0.5	0.6	-0.6	0.4
EBV gp42 block	2	-3	-5	0	-14	-17
m-calpain inh	-26	-6	-11	-22	23	29
Furin inh	-7	-16	-22[20 µM]	-13[20 µM]	-22	-11
TRPN1 ag	1.8	-1.6	-0.4	0.1	-0.8	-1.5
Thrombin inh	-2	-1	-5	6	5	-8

37. CCN(CC(=O)Nc1ccc2c(c1)CCC2)Cc1nc2ccccc2c(=O)[nH]1
38. COC(=O)c1sc(N)c(C(=O)OC)c1COC(=O)C1CC(=O)N(Cc2ccco2)C1 (stereo not drawn)
39. CCn1cc(C(=O)N=c2sc3ccccc3n2C)c(=O)c2ccc(C)nc21
40. CSc1nsc(SC)c1C(=O)NC(=O)Nc1cccnc1
41. COc1ccc(C2(NC(C)=O)CCN(C(=O)CCC(=O)O)CC2)cc1
42. COc1ccc(C(=O)c2ccc(N3CCN(C4CC(=O)NC4=O)CC3)cc2)cc1F (stereo not drawn)
screen / no.	37	38	39	40	41	42
PPC-1+TRAIL kill	17	18	.	14	17	12
TbHK1 inh	-6	-24	-9	-5	2	-35
Cl transport mod	0.48	.	-0.1	0.52	0.31	-2.5
TRPML3 agonist	0.0	-0.4	-0.8	-0.2	0.6	0.5
EBV gp42 block	7	-26	.	-5	4	-21
m-calpain inh	14	-65	.	20	0	14
Furin inh	-18[20 µM]	-8[20 µM]	-4[20 µM]	-7	-10[20 µM]	-14[20 µM]
TRPN1 ag	-0.7	-1.6	0.9	1.1	0.9	0.8
Thrombin inh	-6	3	.	2	1	-1

43. O=C(CO/N=C/c1ccc(Cl)cc1Cl)NNC(=O)c1ccc(Cl)cc1Cl
44. COCCn1c(=NC(=O)CSCC(=O)NC2CCCCC2)sc2cc(OC)ccc21
45. CCn1nc(C(=O)NNC(=O)COc2ccccc2C)c2ccccc2c1=O
46. O=S(=O)(c1ccc(S(=O)(=O)N2CCC3(CC2)OCCO3)cc1)N1CCCC1
47. CCc1ccc2[nH]c(=O)c(C(c3nnnn3CCOC)N3CCN(c4ccccc4F)CC3)cc2c1 (stereo not drawn)
48. c1cncc(CSc2ccc(-c3cccnc3)nn2)c1
49. CN(C)c1ccc(/C=C/c2ccncc2)cc1
50. CCS(CC)=NS(=O)(=O)c1ccc(NC(C)=O)cc1
screen / no.	43	44	45	46	47	48	49	50
PPC-1+TRAIL kill	6	-16	27	23	31	21	19	16
TbHK1 inh	-3	-26	-1	-9	-26	-2	-8	3
Cl transport mod	4.3	-0.058	1.1	-0.2	-1.1	0.031	.	.
TRPML3 agonist	1.2	0.0	-0.1	1.4	-0.1	0.1	3.9	0.4
EBV gp42 block	-19	-10	1	2	13	2	4	-6
m-calpain inh	-1	-14	-1	-15	-92	2	-91	14
Furin inh	-22	-24	-11	-17	-12	-24	-35[20 µM]	-14[20 µM]
TRPN1 ag	-0.2	1.0	1.5	0.7	0.1	1.3	5.7	-0.2
Thrombin inh	2	-3	-18	-3	0	-11	0	-4
